Source: PubChem BioAssay (several laboratories)
Tat transport: E. coli Tat export inhibitors, primary screen, MC4100, TorA-mCherry reporter, fluorescence, single point; inhibition, % at 10 µM; 0.036% of 340,000 active; AID 488895, 2010;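 active = mean replicate inhibition at least 50% and at least half of replicates individually reaching 50%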;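 also: exported cargo escapes ClpAP degradation while cytoplasmic cargo is degraded and loses fluorescence; 0% = median of neutral control wells and 100% = median of NaSCN control wells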
HTR5A inv ctr: HTR5A inverse agonists in luminescence cell assay, primary screen, counter-screen for OPRM1-OPRD1 heterodimer inverse agonist project, full-deck HTS. inhibition, % at 9.3 µM. 5-hydroxytryptamine receptor 5A (Homo sapiens), P47898. 0.083% of 340,000 active. AID 504634, 2011. HTR5A cell line, inverse agonism; in the data active = inhibition mostly above about 23%, no sharp cut-off; inactive = mostly below about 18%;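 also: 0% = cells with DMSO and 100% = no-cell wells with DMSO; some compounds called inactive have numbers as strong as hits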
AddAB inh: growth inhibition of E. coli expressing H. pylori AddAB, primary screen, AddAB inhibitor project, absorbance | inhibition, % at 11.9 µM | 0.29% of 330,000 active; in the data active = inhibition above about 12%;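 also: 0% = vehicle wells of infected cells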
OPRM1-OPRD1 inv: inverse agonists of MOR-DOR heterodimerization, primary screen, cell-based, luminescence | 0.21% of 340,000 active | inhibition, % at 9.3 µM | cell-based MOR-DOR heterodimer luminescence, inverse agonism | AID 504357, 2011 | Mu-type opioid receptor (Homo sapiens) + Delta-type opioid receptor (Homo sapiens), …; in the data active = inhibition above about 22%, passing the limit was not always enough;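 also: 0% = cells with DMSO and 100% = wells without cells with DMSO; values of inactives mirror those of a sister screen read the other way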
Target sequence (P35372 whole entry, looked up): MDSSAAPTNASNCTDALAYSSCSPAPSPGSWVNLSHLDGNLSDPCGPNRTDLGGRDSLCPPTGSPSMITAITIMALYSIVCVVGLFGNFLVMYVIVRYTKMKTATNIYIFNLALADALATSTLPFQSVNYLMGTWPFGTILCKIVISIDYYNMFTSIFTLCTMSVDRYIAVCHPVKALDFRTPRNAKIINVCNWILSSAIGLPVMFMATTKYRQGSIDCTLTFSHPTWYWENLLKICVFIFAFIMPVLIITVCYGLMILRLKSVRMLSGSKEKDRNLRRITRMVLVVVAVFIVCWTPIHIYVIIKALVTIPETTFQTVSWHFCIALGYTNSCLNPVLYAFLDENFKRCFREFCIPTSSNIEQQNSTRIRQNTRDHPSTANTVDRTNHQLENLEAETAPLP
Target sequence (P41143 whole entry, looked up): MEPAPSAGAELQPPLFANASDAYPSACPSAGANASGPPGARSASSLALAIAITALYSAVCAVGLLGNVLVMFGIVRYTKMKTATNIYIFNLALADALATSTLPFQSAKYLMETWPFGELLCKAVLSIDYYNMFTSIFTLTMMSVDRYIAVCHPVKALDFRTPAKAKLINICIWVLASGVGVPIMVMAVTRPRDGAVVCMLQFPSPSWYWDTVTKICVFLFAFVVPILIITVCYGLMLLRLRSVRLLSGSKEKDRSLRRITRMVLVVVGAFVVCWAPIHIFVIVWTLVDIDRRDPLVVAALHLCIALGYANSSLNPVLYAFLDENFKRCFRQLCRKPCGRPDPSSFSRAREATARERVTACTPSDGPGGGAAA
PKA-R1A act: activators of PKA-R1A holoenzyme, primary screen, biochemical, fluorescence polarization, Cy5-IP20, bovine R1A, mouse PKAc; PKA-R1A dissociation; scaled: DMSO 0%, 113 µM cGMP 100%; activation, % at 11.4 µM; 0.083% of 340,000 active;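 active = percent activation above the mean of all tested compounds plus 3 SD, cut at about 19% in these data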;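 also: higher means more PKAc released from R1A so a rise in polarization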
SUMO Mot1 rescue: yeast Mot1-301 growth rescue at high temperature, primary screen, SUMOylation pathway inhibitor project, S. cerevisiae, ATP luminescence, 38.5C | AID 2716, 2010 | growth rescue, % at 18.8 µM | 1% of 320,000 active | S. cerevisiae Mot1-301 growth rescue; percent above DMSO median, 100 means doubled;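 active = every valid replicate shows activation above 250% relative to neutral control wells; inactive = the rest, any valid replicate at or below 250%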;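 also: OY570 slx delta 5 strain wells were the positive control but not used for scaling; some compounds called inactive have numbers as strong as hits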
phage Ecoli inh: growth loss of phage-infected E. coli, primary screen, RecBCD inhibitor project, absorbance, with phage, HTS | inhibition, % at 11.9 µM | 0.26% of 360,000 active | AID 651602, 2012; in the data active = inhibition above about 11%
MOR-DOR ag: agonists of OPRM1-OPRD1 heterodimerization, primary screen, cell-based, luminescence | Mu-type opioid receptor (Homo sapiens) + Delta-type opioid receptor (Homo sapiens), … | cells | activation, % at 9.3 µM | 0.3% of 340,000 active | AID 504326, 2011; in the data active = activation above about 18%;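 also: 0% = vehicle-treated cells and 100% = reference agonist; values of inactives mirror those of a sister screen read the other way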
PKA-R2B act: activators of PKA-R2B holoenzyme, primary screen, biochemical, fluorescence polarization, Cy5-IP20, human; activation, % at 11.4 µM; PKA-R2B holoenzyme dissociation; R2B truncated from residue 108, S112A mutant; 0% DMSO only, 100% 113 µM cGMP; 0.079% of 340,000 active; AID 504700, 2011;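 active = activation above a cutoff set at the mean over all compounds plus 3 SD, cut at about 18% in these data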;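 also: higher means more holoenzyme dissociation and a rise in polarization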
Ecoli viability: E. coli V3065 growth inhibition, primary screen, counter-screen for AddAB inhibitor project, absorbance, OD600; 0.27% of 330,000 active; AID 449728, 2010; 18 h; inhibition, % at 11.9 µM;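 active = inhibition above the campaign's mean inhibition across all tested compounds plus 3 SD, cut at about 9.9% in these data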;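 also: uninfected addAB+ strain grown without phage in ampicillin broth; 0% = DMSO wells and 100% = ciprofloxacin 0.95 µg/ml wells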
PfHsp90 set2: growth inhibition of PfHsp90-expressing yeast, primary screen, antimalarial PfHsp90 inhibitor project, S. cerevisiae, BacTiter-Glo luminescence, single point, set 2; BacTiter-Glo ATP, 48 h; yeast lacking PDR1 and PDR3 efflux regulators; inhibition, % at 9.4 µM; 0.32% of 310,000 active;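 active = every replicate shows inhibition above about 80%, whatever the replicate mean, limit read from the data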;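 also: 0% = DMSO neutral controls and 100% = 20 µM radicicol positive controls; yeast relying on Plasmodium falciparum Hsp90 in place of its own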
Numbers without * were called inactive.

What do the screens show for `OC(CNCC1CCCO1)Cn1c2ccc(Cl)cc2c2cc(Cl)ccc21` (stereo unspecified)?
Tat transport: 0; HTR5A inv ctr: -4; AddAB inh: 3.1; OPRM1-OPRD1 inv: -23; PKA-R1A act: -7; SUMO Mot1 rescue: -21; phage Ecoli inh: 0.8; MOR-DOR ag: 3.8; PKA-R2B act: -8; Ecoli viability: 0.5; PfHsp90 set2: -14

How did Cc1ccc(-c2nnc(SCC(=O)N/N=C/c3ccc(C)s3)n2-c2ccc(C)cc2)cc1 do in these assays?
Tat transport: 3; HTR5A inv ctr: -16; AddAB inh: 7.7; OPRM1-OPRD1 inv: -87; PKA-R1A act: -3; SUMO Mot1 rescue: -17; phage Ecoli inh: 1.8; MOR-DOR ag: 18*; PKA-R2B act: -1; Ecoli viability: 4.0; PfHsp90 set2: 5

How did CC1(C)CC(=O)C(C(C2=C(O)CC(C)(C)CC2=O)c2ccco2)C(=O)C1 (stereo unspecified) do in these assays?
Tat transport: 6; HTR5A inv ctr: -38; AddAB inh: 3.6; OPRM1-OPRD1 inv: 11; PKA-R1A act: -4; SUMO Mot1 rescue: 27; phage Ecoli inh: 2.2; MOR-DOR ag: -2.0; PKA-R2B act: -3; Ecoli viability: -0.3

What do the screens show for `Cc1ccc(C(=O)NC2CCN(C(=O)Nc3ccccc3Cl)CC2)cc1`?
Tat transport: -12; HTR5A inv ctr: -27; AddAB inh: 0.3; OPRM1-OPRD1 inv: -5; PKA-R1A act: 3; SUMO Mot1 rescue: -4; phage Ecoli inh: 2.1; MOR-DOR ag: 0.6; PKA-R2B act: -5; Ecoli viability: -1.2; PfHsp90 set2: 37

How did COc1cc(CC(C#N)(CO)c2nc3ccccc3[nH]2)ccc1OC(F)F (stereo unspecified) do in these assays?
Tat transport: -2; HTR5A inv ctr: -17; AddAB inh: -0.3; OPRM1-OPRD1 inv: 17; PKA-R1A act: 2; SUMO Mot1 rescue: -3; phage Ecoli inh: 5.3; MOR-DOR ag: -3.2; PKA-R2B act: 5; Ecoli viability: -1.8; PfHsp90 set2: 8

Results for CSc1ccc(Cl)c(C(=O)N2CCOc3ccccc32)c1 ?
Tat transport: 8; HTR5A inv ctr: 0; AddAB inh: -1.0; OPRM1-OPRD1 inv: -13; PKA-R1A act: -1; SUMO Mot1 rescue: -1; phage Ecoli inh: -0.4; MOR-DOR ag: 2.4; PKA-R2B act: -5; Ecoli viability: 0.5; PfHsp90 set2: -12

How did COC(=O)CSc1nc2c(c(=O)[nH]c(=O)n2C)n1CCC(C)C do in these assays?
Tat transport: 0; HTR5A inv ctr: 0; AddAB inh: 3.6; OPRM1-OPRD1 inv: 2; PKA-R1A act: 7; SUMO Mot1 rescue: -4; phage Ecoli inh: 2.1; MOR-DOR ag: -0.3; PKA-R2B act: 14; Ecoli viability: 2.8; PfHsp90 set2: 1

What do the screens show for `CCn1ncc(S(=O)(=O)NCc2ccco2)c1C`?
Tat transport: -2; HTR5A inv ctr: -16; AddAB inh: 0.2; OPRM1-OPRD1 inv: 12; PKA-R1A act: -13; SUMO Mot1 rescue: 5; phage Ecoli inh: 0.7; MOR-DOR ag: -2.2; PKA-R2B act: 12; Ecoli viability: 1.9; PfHsp90 set2: -1

What do the screens show for `O=C(Nc1ccc(C(=O)N2CCCC2)cc1)C1CCCCC1`?
Tat transport: -1; HTR5A inv ctr: 5; OPRM1-OPRD1 inv: 6; PKA-R1A act: 4; phage Ecoli inh: -0.7; MOR-DOR ag: -1.3; PKA-R2B act: -9; PfHsp90 set2: -7

How did Cc1nn(S(=O)(=O)c2ccccc2)c(C)c1S(=O)(=O)N1CCC(C)CC1 do in these assays?
Tat transport: 4; HTR5A inv ctr: -12; AddAB inh: 3.4; OPRM1-OPRD1 inv: 14; PKA-R1A act: 1; SUMO Mot1 rescue: -13; phage Ecoli inh: 3.8; MOR-DOR ag: -2.8; PKA-R2B act: 1; Ecoli viability: -2.2; PfHsp90 set2: -25

Results for CCn1c2ccccc2c2nnc(SCc3ccccc3)nc21 ?
Tat transport: 0; HTR5A inv ctr: -13; AddAB inh: -0.6; OPRM1-OPRD1 inv: -15; PKA-R1A act: -14; SUMO Mot1 rescue: 16; phage Ecoli inh: 2.1; MOR-DOR ag: 2.6; PKA-R2B act: -8; Ecoli viability: -1.8; PfHsp90 set2: -14

What do the screens show for `CCCCn1nc2cc(C(=O)NCc3cc(C(F)(F)F)cc(C(F)(F)F)c3)ccc2c1OC`?
Tat transport: -18; HTR5A inv ctr: 0; AddAB inh: 4.4; OPRM1-OPRD1 inv: -9; PKA-R1A act: 1; SUMO Mot1 rescue: -9; phage Ecoli inh: 1.7; MOR-DOR ag: 1.6; PKA-R2B act: -11; Ecoli viability: -0.2

How did CC(C(=O)Nc1nc(-c2ccc(F)cc2)cs1)N1C(=O)C2CC=CCC2C1=O (stereo unspecified) do in these assays?
Tat transport: 0; HTR5A inv ctr: 4; AddAB inh: 0.8; OPRM1-OPRD1 inv: 1; PKA-R1A act: -2; SUMO Mot1 rescue: 0; phage Ecoli inh: 0.4; MOR-DOR ag: -0.2; PKA-R2B act: -9; Ecoli viability: -1.2; PfHsp90 set2: -19

Results for CCOc1ccc(NC(=O)C2CC(=O)N(c3ccccc3F)C2)cc1 (stereo unspecified) ?
Tat transport: -8; HTR5A inv ctr: 0; AddAB inh: 0.2; OPRM1-OPRD1 inv: -17; PKA-R1A act: 4; SUMO Mot1 rescue: 2; phage Ecoli inh: 5.2; MOR-DOR ag: 2.0; PKA-R2B act: -4; Ecoli viability: -0.9; PfHsp90 set2: -5

How did CN1CCN(C(CNC(=O)C(=O)Nc2ccc3c(c2)OCCO3)c2ccc(F)cc2)CC1 (stereo unspecified) do in these assays?
Tat transport: -6; HTR5A inv ctr: -15; AddAB inh: 2.0; OPRM1-OPRD1 inv: 12; PKA-R1A act: -3; SUMO Mot1 rescue: 34; phage Ecoli inh: 4.3; MOR-DOR ag: -2.2; PKA-R2B act: -9; Ecoli viability: 0.5; PfHsp90 set2: 7

Results for O=c1c2ccccc2sc2nc(CCl)nn12 ?
Tat transport: 9; HTR5A inv ctr: 9; OPRM1-OPRD1 inv: 13; PKA-R1A act: 10; phage Ecoli inh: 0.5; MOR-DOR ag: -2.6; PKA-R2B act: 7; PfHsp90 set2: -18

What do the screens show for `C[C@H](CO)N1C[C@H](C)[C@@H](CN(C)C(=O)NC2CCCCC2)Oc2c(NC(=O)Nc3ccc4c(c3)OCO4)cccc2C1=O`?
Tat transport: 0; HTR5A inv ctr: 3; AddAB inh: 1.0; OPRM1-OPRD1 inv: 3; PKA-R1A act: 4; SUMO Mot1 rescue: -2; phage Ecoli inh: 1.7; MOR-DOR ag: -0.7; PKA-R2B act: 9; Ecoli viability: -2.9; PfHsp90 set2: -14

How did O=C(O)c1cc(-c2ccco2)nn1-c1ccc(Cl)cc1 do in these assays?
Tat transport: -1; HTR5A inv ctr: 9; OPRM1-OPRD1 inv: 2; PKA-R1A act: -4; phage Ecoli inh: 2.1; MOR-DOR ag: -0.4; PKA-R2B act: -11; PfHsp90 set2: -2

How did Cc1cc(C(C)(C)C)cc(S(=O)(=O)NCC(=O)O)c1C do in these assays?
Tat transport: -5; HTR5A inv ctr: 3; AddAB inh: 4.4; OPRM1-OPRD1 inv: 8; PKA-R1A act: 1; SUMO Mot1 rescue: -10; phage Ecoli inh: 3.3; MOR-DOR ag: -1.5; PKA-R2B act: -9; Ecoli viability: 0.6; PfHsp90 set2: -6

How did N#Cc1ccc(C23CC4(C2)[C@H](CN(Cc2ccc(-c5ccccc5)cc2)[C@@H]4c2ccccc2)C3c2ccc(Cl)nc2)cc1 (stereo partly specified) do in these assays?
Tat transport: -2; HTR5A inv ctr: 0; AddAB inh: 3.2; OPRM1-OPRD1 inv: -1; PKA-R1A act: -1; SUMO Mot1 rescue: 6; phage Ecoli inh: -0.5; MOR-DOR ag: 0.2; PKA-R2B act: -7; Ecoli viability: 1.0

Results for N#Cc1cn(CC(=O)NCCc2c[nH]c3ccccc23)c2ccccc12 ?
Tat transport: -6; HTR5A inv ctr: -12; AddAB inh: 5.3; OPRM1-OPRD1 inv: 5; PKA-R1A act: 1; SUMO Mot1 rescue: -23; phage Ecoli inh: 1.1; MOR-DOR ag: -1.0; PKA-R2B act: 0; Ecoli viability: 0.0; PfHsp90 set2: -4

Results for Cc1ccc(NC(=O)COC(=O)COc2ccc(Cl)cc2)c([N+](=O)[O-])c1 ?
Tat transport: -8; HTR5A inv ctr: -12; AddAB inh: 3.3; OPRM1-OPRD1 inv: -7; PKA-R1A act: -13; phage Ecoli inh: 3.3; MOR-DOR ag: 1.3; PKA-R2B act: 0; Ecoli viability: -0.1; PfHsp90 set2: -33

What do the screens show for `O=C(CNC(=O)c1cccs1)NCC(=O)OCc1ccc(Cl)cc1`?
Tat transport: -2; HTR5A inv ctr: -4; AddAB inh: 0.1; OPRM1-OPRD1 inv: 8; PKA-R1A act: 4; SUMO Mot1 rescue: 5; phage Ecoli inh: 0.9; MOR-DOR ag: -1.4; PKA-R2B act: -4; Ecoli viability: -1.5; PfHsp90 set2: 6

Results for CC1=NN(C(=O)CCc2ccccc2O)C(O)(C(F)(F)F)C1 (stereo unspecified) ?
Tat transport: -7; HTR5A inv ctr: -3; AddAB inh: 2.9; OPRM1-OPRD1 inv: 4; PKA-R1A act: 1; SUMO Mot1 rescue: 3; phage Ecoli inh: 3.1; MOR-DOR ag: -0.8; PKA-R2B act: 6; Ecoli viability: 0.5; PfHsp90 set2: 12

Results for CCN1CCN(C(=O)c2cc3c(=O)n(C)c4ccccc4c3n2C)CC1 ?
Tat transport: -11; HTR5A inv ctr: -7; AddAB inh: 5.0; OPRM1-OPRD1 inv: 6; PKA-R1A act: -4; SUMO Mot1 rescue: 4; phage Ecoli inh: 2.0; MOR-DOR ag: -1.2; PKA-R2B act: -9; Ecoli viability: -1.8; PfHsp90 set2: -11
